From PubChem BioAssay
SV40 large T antigen = TAg ATPase/helicase activity blockers – biochemical (AID 1903) | SV40 large T antigen ATPase/helicase inhibition assay; higher % means a stronger effect | inhibition, % at 20 µM, or IC50 in µM where a hit was titrated | 310,000 compounds, 0.39% hits; in the data active = a potency from the dose series; inconclusive = inhibition mostly from about 32% at the one dose, without a potency; inactive = the rest, 99 in 100 with inhibition below about 32%; note: strong numbers were not always called active
RSV CPE inhibition = inhibition of RSV-induced cytopathic effect – HEp-2 cells, primary 10 µM value included (AID 2391) | HEp-2 cells, RSV-induced CPE inhibition; higher % means a stronger effect | one-dose CPE inhibition, % at 10 µM; IC50 in µM for titrated hits | 310,000 compounds, 0.13% hits; in the data active = a potency from the dose series; inconclusive = CPE inhibition mostly from about 23% at the one dose, without a potency; inactive = the rest, 99 in 100 with CPE inhibition below about 21%; note: strong numbers were not always called active
LYP inhibition = inhibitors of LYP phosphatase, biochemical, fluorescence intensity, uHTS (AID 1779); recombinant LYP phosphatase, fluorescence intensity; higher % means a stronger effect; one-dose inhibition, % at 11.5 µM; IC50 in µM for titrated hits; 290,000 compounds, 0.054% hits; in the data active = inhibition above about 50%;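 note: plate controls were vehicle with enzyme for no effect and no enzyme for full effect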
XIAP displacement = XIAP antagonists, biochemical, IAP family, fluorescence polarization (AID 1018) | 200,000 compounds, 0.007% hits | one-dose displacement, % at 20 µM; IC50 in µM for titrated hits | XIAP BIR domain, fluorescence polarization peptide displacement; higher % means a stronger effect; in the data active = displacement above about 50%; note: a part of the inactive calls stands beside numbers as strong as those of hits
HIV peptide binding = inhibitors of HIV fusion peptide binding, primary screen, biochemical, uHTS, fluorescence dequenching (AID 1986); cell-free peptide binding, fluorescence dequenching, 30 min; higher % means a stronger effect; one-dose inhibition, % at 20 µM; IC50 in µM for titrated hits; 290,000 compounds, 0.3% hits; in the data active = inhibition mostly above about 52%, no sharp cut-off; inactive = mostly below about 76%; note: some results filed as inactive read as strong as hits
MgcRacGAP inhibition = MgcRacGAP GTPase-activating activity inhibitors, confirmation, biochemical, ADP Hunter fluorescence | MgcRacGAP-stimulated Rac1 GTP hydrolysis, ADP Hunter fluorescence; higher % means a stronger effect; GST-tagged Rac1 F28L mutant substrate | one-dose inhibition, % at 30 µM; IC50 in µM for titrated hits | AID 624330 | 340,000 compounds, 0.6% hits;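 active = first-screen hits whose inhibition reached a set limit at any dose in the follow-up dose series; inconclusive = inhibition above the set first-screen limit but never retested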;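 note: fluorescence reports GDP produced by GAP-driven GTP hydrolysis; strong numbers were not always called active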
Dengue-2 NS5 capping = flavivirus cap methylation enzyme inhibition – biochemical, confirmation dose response, primary screen (AID 588689); Dengue-2 NS5 methyltransferase capping enzyme assay, biochemical; higher % means a stronger effect; inhibition, % at 25 µM, or IC50 in µM where a hit was titrated; 340,000 compounds, 0.3% hits; in the data active = a potency from the dose series; inconclusive = inhibition above about 29% without an active follow-up result
AID2073 = inhibitors of Mint1-CaV2.2 protein interaction, biochemical, HTRF (AID 2073); 290,000 compounds, 0.19% hits; inhibition, % at 20 µM, or IC50 in µM where a hit was titrated; HTRF protein-protein interaction, Mint1-CaV2.2; higher % means a stronger effect; in the data active = inhibition mostly above about 51%, no sharp cut-off; inconclusive = no clear call, values can overlap the other calls; inactive = mostly below about 53%; note: some results filed as inactive read as strong as hits
SIAH1 antagonists = Siah-1 peptide-binding antagonists, primary screen, biochemical, fluorescence polarization, rhodamine-plectin, uHTS (AID 1817) | Siah-1 / rhodamine-plectin peptide fluorescence polarization; higher % means a stronger effect | displacement, % at 20 µM, or IC50 in µM where a hit was titrated | 290,000 compounds, 0.02% hits;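 active = displacement of at least 50% at 20 µM, with a fluorescence ratio check between 0.3 and a set limit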;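 note: plate controls were Siah plus tracer with DMSO for no effect and tracer alone without Siah for full effect; strong numbers were not always called active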
Dengue-2 NS5 capping pilot replicate = also measured in Dengue-2 NS5 capping; calls as there; inhibition, %; measured here: pilot screen replicate inhibition
An asterisk follows results filed as active; ? = inconclusive; . = no result given. Compounds as they come (roughly 1.7% active in at least one column).

Preview:
SMILES	SV40 large T antigen	RSV CPE inhibition	LYP inhibition	XIAP displacement	HIV peptide binding	MgcRacGAP inhibition	Dengue-2 NS5 capping	AID2073	SIAH1 antagonists	others
CC(C)N(NC(=O)c1cccc2ccccc12)C(C)C	12%	1.8%	-2%	-8.0%	0.1%	-2%	-2%	3%	12%
CCN(CC)c1nc(-c2ccccc2)cc(C(F)(F)F)c1C#N	6%	2.1%	-4%	-4.5%	10%	-3%	-4%	7%	7%

The list itself, from the first entry:
SMILES	SV40 large T antigen	RSV CPE inhibition	LYP inhibition	XIAP displacement	HIV peptide binding	MgcRacGAP inhibition	Dengue-2 NS5 capping	AID2073	SIAH1 antagonists	others
CC(C)N(NC(=O)c1cccc2ccccc12)C(C)C	12%	1.8%	-2%	-8.0%	0.1%	-2%	-2%	3%	12%
CCN(CC)c1nc(-c2ccccc2)cc(C(F)(F)F)c1C#N	6%	2.1%	-4%	-4.5%	10%	-3%	-4%	7%	7%
O=C(COC(=O)COc1ccccc1F)Nc1ccc(Cl)cn1	1%	0.2%	-8%	.	-0.5%	8%	3%	-1%	2%
O=C(NC1CCCC1)C(c1ccncc1)N(C(=O)c1csnn1)c1ccc(F)cc1 (stereo not drawn)	9%	0.8%	-10%	.	0.5%	11%	-2%	7%	11%
CCOC(=O)CNS(=O)(=O)c1cc(-c2nnc(Nc3ccc4c(c3)OCO4)c3ccccc23)ccc1C	14%	3.8%	8%	-3.7%	-5.5%	13%	0%	12%	-7%
CS(=O)(=O)N1CCN(C(=O)c2ccncc2)CC1	3%	0.3%	-7%	-7.2%	-0.8%	11%	-3%	-4%	1%
Cc1ccc(NCC(=O)N/N=C/c2ccc(OC(=O)c3ccco3)cc2)cc1	33%	11%	-1%	-3.3%	2.9%	3%	-4%	-4%	2%
CC(NCC(O)COC1CCC(C(C)(C)C)CC1)c1ccccc1 (stereo not drawn)	-1%	13%	-1%	-3.8%	-0.2%	2%	-10%	36%	-1%
O=C(NCc1ccco1)c1cccc(NC(=O)c2ccco2)c1	19%	-2.7%	-5%	-14%	7.4%	19%	1%	-2%	2%
OCCCNC(=S)Nc1ccc(Br)cc1Cl	12%	.	-6%	.	-0.4%	8%	5%	-22%	5%
CN(Cc1c(C(=O)N/N=C/c2c(F)cccc2Cl)nnn1-c1nonc1N)c1ccccc1	5%	1.6%	-3%	.	-2.4%	10%	-3%	17%	-6%
CC1CCN(C(=O)CN2C(=O)C(=O)c3ccccc32)CC1	20%	0.8%	-7%	-3.7%	0.9%	6%	-1%	-4%	-6%
N#Cc1c(NC(=O)CSc2ncn[nH]2)sc2c1CCCC2	13%	5.3%	-2%	-1.3%	-0.4%	3%	?	-16%	3%
O=C(NCCc1ccccc1)c1ccc2nc(N3CCOCC3)sc2c1	.	1.2%	-2%	.	1.5%	10%	-4%	-5%	0%
CCOC(=O)c1cc(C)n(Cc2ccccc2)c1C	7%	1.6%	-3%	-5.9%	8.6%	-3%	3%	-5%	2%
COc1ccc(NC(=O)C2CCCO2)cc1OC (stereo not drawn)	13%	0.0%	0%	-2.6%	0.7%	10%	6%	4%	3%
COc1ccc(C(=O)Nc2ccc(S(=O)(=O)N3CCCC3)cc2)c(OC)c1	3%	0.3%	-8%	-1.9%	0.4%	5%	-4%	1%	0%	Dengue-2 NS5 capping pilot replicate=2.4
O=C(NC1CC1)C1=NOC(CNc2ncc(C(F)(F)F)cc2Cl)C1 (stereo not drawn)	6%	1.0%	-5%	-3.6%	0.3%	8%	1%	3%	3%
Cc1ccccc1C[n+]1cccc2ccccc21	13%	6.5%	.	.	.	7%	-8%	.	.
O=S(=O)(NCc1ccco1)c1cnc(Cl)c(Br)c1	2%	1.2%	0%	0.9%	-0.3%	3%	-1%	3%	3%
CC(C)(C)[C@@H]1C=C(C(N)=O)O[C@H](OCc2ccc(CO)cc2)C1	23%	0.2%	-5%	.	0.9%	6%	-10%	11%	-4%
Cc1cc(C)c(C#N)c(Cl)n1	-9%	0.9%	-8%	-5.5%	-0.2%	4%	-10%	4%	4%
COc1ccc(N(CC(=O)Nc2ccccc2C(=O)N2CCCC2)S(=O)(=O)c2ccccc2)cc1	10%	1.0%	1%	.	-1.3%	6%	-4%	5%	4%
Cc1ccc(Cn2cc(SCC(=O)Nc3nccs3)c3ccccc32)cc1	6%	2.1%	-1%	-6.1%	-0.5%	5%	1%	-7%	-5%
O=C(c1ccc(F)cc1)N1C2CCC1CC(O)(c1ccc(F)cc1)C2 (stereo not drawn)	8%	0.7%	-8%	-5.7%	-1.0%	3%	-7%	-3%	-3%
SMILES	SV40 large T antigen	RSV CPE inhibition	LYP inhibition	XIAP displacement	HIV peptide binding	MgcRacGAP inhibition	Dengue-2 NS5 capping	AID2073	SIAH1 antagonists	others
O=C(NCc1ccc(F)cc1)C(=O)NCC1OCCN1S(=O)(=O)c1cccs1 (stereo not drawn)	29%	2.8%	-7%	-8.7%	1.6%	-1%	-1%	4%	12%
O=C1Nc2c(c(=O)[nH]c(=O)n2-c2ccccc2F)C(C(F)(F)F)(C(F)(F)F)N1	5%	1.7%	-3%	2.4%	2.7%	5%	-1%	2%	-6%
Cc1ccc(NC(=O)/C(C#N)=C/c2cccs2)c(C)c1	2%	2.5%	2%	-3.6%	0.6%	4%	-5%	30%	2%
CC(=O)NC(=S)Nc1ccc(-c2nc3ccc(C)cc3s2)cc1	1%	-1.1%	-5%	-6.9%	-1.2%	8%	-1%	25%	6%
CCOc1ccc(C2C(C(=O)c3ccco3)=C(O)C(=O)N2CCCn2ccnc2)cc1 (stereo not drawn)	0%	.	-10%	-14%	1.6%	4%	-6%	2%	2%
CN(CC(=O)Nc1ccncc1)S(=O)(=O)c1ccc(Br)cc1	10%	0.6%	-10%	-6.8%	-6.0%	-14%	-6%	-1%	0%
COc1ccc(C(C)(C)C)cc1NC(=O)c1ccc2ncsc2c1	23%	10.0%	-4%	.	-0.1%	8%	-9%	-1%	8%
Cc1c(Cl)cccc1NC(=O)CC1Sc2ccccc2NC1=O (stereo not drawn)	15%	2.7%	-7%	.	1.7%	7%	-3%	0%	0%
COCc1[nH]nc2c1C(c1c(F)cccc1Cl)C(C#N)=C(N)O2 (stereo not drawn)	7%	1.9%	0%	-3.5%	0.1%	7%	.	?	-1%
Cc1cccc(C(C)C)c1NC(=O)c1ccc(CN(c2ccccc2)S(=O)(=O)c2ccccc2)cc1	12%	1.8%	-4%	-2.9%	-1.6%	4%	-8%	5%	3%
CCN(CC)CCNC(=O)c1sc2ncn(CC(=O)Nc3ccc(C)c(Cl)c3)c(=O)c2c1C	7%	-2.0%	-6%	-6.1%	1.7%	11%	-3%	-2%	-1%
CCOC(=O)N1CCN(S(=O)(=O)c2ccc3c(c2)oc(=O)n3C)CC1	-18%	1.6%	-5%	-1.8%	13%	5%	5%	-1%	6%
COc1ccc(N2CCn3c2nc2c3c(=O)n(CCCc3ccccc3)c(=O)n2C)c(OC)c1	19%	0.3%	0%	-19%	-3.1%	5%	-4%	15%	1%
FC(F)Sc1ccc(NC(=S)NC2CCCC2)cc1	16%	-1.6%	1%	-4.2%	0.3%	11%	-3%	-4%	-2%
NC(=O)C1CCN(C(=O)COc2ccc3c4c(c(=O)oc3c2)CCCC4)CC1	6%	.	-12%	.	-2.1%	1%	-2%	19%	2%
CCOC(=O)CNC(=O)c1sc2nc(C)cc(C)c2c1N	16%	2.2%	-8%	-0.4%	1.6%	17%	5%	36%	2%
Nc1cc(=O)[nH]c(SCC(=O)Nc2nnc(-c3ccccc3)s2)n1	9%	3.3%	-4%	-5.4%	0.9%	8%	-1%	5%	-5%
Cc1ccc(NC(=O)C(C)S)cc1 (stereo not drawn)	9%	0.3%	-1%	.	0.8%	6%	-3%	9%	-1%
CCOC(=O)C(C)/C(C)=N/NC(=O)CCC(=O)Nc1cc(C)ccc1C (stereo not drawn)	8%	-1.9%	2%	-7.2%	-0.3%	0%	6%	-1%	4%

Fetched by structure from the list above, 4 records:
SMILES	SV40 large T antigen	RSV CPE inhibition	LYP inhibition	XIAP displacement	HIV peptide binding	MgcRacGAP inhibition	Dengue-2 NS5 capping	AID2073	SIAH1 antagonists	others
Cc1cccc(C(C)C)c1NC(=O)c1ccc(CN(c2ccccc2)S(=O)(=O)c2ccccc2)cc1	12%	1.8%	-4%	-2.9%	-1.6%	4%	-8%	5%	3%
Cc1c(Cl)cccc1NC(=O)CC1Sc2ccccc2NC1=O (stereo not drawn)	15%	2.7%	-7%	.	1.7%	7%	-3%	0%	0%
Cc1ccc(NC(=O)/C(C#N)=C/c2cccs2)c(C)c1	2%	2.5%	2%	-3.6%	0.6%	4%	-5%	30%	2%
FC(F)Sc1ccc(NC(=S)NC2CCCC2)cc1	16%	-1.6%	1%	-4.2%	0.3%	11%	-3%	-4%	-2%

Part of the list above in order of molar mass, smallest number first.
SMILES	SV40 large T antigen	RSV CPE inhibition	LYP inhibition	XIAP displacement	HIV peptide binding	MgcRacGAP inhibition	Dengue-2 NS5 capping	AID2073	SIAH1 antagonists	others
CC(NCC(O)COC1CCC(C(C)(C)C)CC1)c1ccccc1 (stereo not drawn)	-1%	13%	-1%	-3.8%	-0.2%	2%	-10%	36%	-1%
CCOC(=O)N1CCN(S(=O)(=O)c2ccc3c(c2)oc(=O)n3C)CC1	-18%	1.6%	-5%	-1.8%	13%	5%	5%	-1%	6%
COc1ccc(C(=O)Nc2ccc(S(=O)(=O)N3CCCC3)cc2)c(OC)c1	3%	0.3%	-8%	-1.9%	0.4%	5%	-4%	1%	0%	Dengue-2 NS5 capping pilot replicate=2.4
Cc1ccc(Cn2cc(SCC(=O)Nc3nccs3)c3ccccc32)cc1	6%	2.1%	-1%	-6.1%	-0.5%	5%	1%	-7%	-5%
